Assay outcomes from PubChem BioAssay.
CF NFkB inh: inhibitors of PAF-induced NF-kB signaling, primary screen, cell-based, GFP fluorescence, uHTS | KKLEB NF-kB-GFP reporter, GFP fluorescence overnight | inhibition, % at 5 µM | 360,000 compounds, 0.86% hits;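 active means at least 50% inhibition at 5 µM, scaled per plate between neutral and stimulator controls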;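 further: PAF is a Pseudomonas aeruginosa culture filtrate used as stimulus; plate controls were PAF-stimulated DMSO wells for no effect and unstimulated DMSO wells for full effect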
NCOA1 inh: SRC1 coactivator transcriptional activity inhibitors, primary screen, cell-based, luminescence; Nuclear receptor coactivator 1 (Homo sapiens), Q15788; HEK293 GAL4-SRC1 luciferase reporter; AID 588354, 2011; 360,000 compounds, 0.12% hits; inhibition, % at 3.6 µM;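 active means inhibition above the campaign mean plus 3 SD, with each screening campaign given its own cutoff, cut at about 60% in these data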;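 further: 0% = DMSO treated cells and 100% = gossypol at 36 µM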
Target sequence (Q15788 whole entry, looked up, the tested form may be a part): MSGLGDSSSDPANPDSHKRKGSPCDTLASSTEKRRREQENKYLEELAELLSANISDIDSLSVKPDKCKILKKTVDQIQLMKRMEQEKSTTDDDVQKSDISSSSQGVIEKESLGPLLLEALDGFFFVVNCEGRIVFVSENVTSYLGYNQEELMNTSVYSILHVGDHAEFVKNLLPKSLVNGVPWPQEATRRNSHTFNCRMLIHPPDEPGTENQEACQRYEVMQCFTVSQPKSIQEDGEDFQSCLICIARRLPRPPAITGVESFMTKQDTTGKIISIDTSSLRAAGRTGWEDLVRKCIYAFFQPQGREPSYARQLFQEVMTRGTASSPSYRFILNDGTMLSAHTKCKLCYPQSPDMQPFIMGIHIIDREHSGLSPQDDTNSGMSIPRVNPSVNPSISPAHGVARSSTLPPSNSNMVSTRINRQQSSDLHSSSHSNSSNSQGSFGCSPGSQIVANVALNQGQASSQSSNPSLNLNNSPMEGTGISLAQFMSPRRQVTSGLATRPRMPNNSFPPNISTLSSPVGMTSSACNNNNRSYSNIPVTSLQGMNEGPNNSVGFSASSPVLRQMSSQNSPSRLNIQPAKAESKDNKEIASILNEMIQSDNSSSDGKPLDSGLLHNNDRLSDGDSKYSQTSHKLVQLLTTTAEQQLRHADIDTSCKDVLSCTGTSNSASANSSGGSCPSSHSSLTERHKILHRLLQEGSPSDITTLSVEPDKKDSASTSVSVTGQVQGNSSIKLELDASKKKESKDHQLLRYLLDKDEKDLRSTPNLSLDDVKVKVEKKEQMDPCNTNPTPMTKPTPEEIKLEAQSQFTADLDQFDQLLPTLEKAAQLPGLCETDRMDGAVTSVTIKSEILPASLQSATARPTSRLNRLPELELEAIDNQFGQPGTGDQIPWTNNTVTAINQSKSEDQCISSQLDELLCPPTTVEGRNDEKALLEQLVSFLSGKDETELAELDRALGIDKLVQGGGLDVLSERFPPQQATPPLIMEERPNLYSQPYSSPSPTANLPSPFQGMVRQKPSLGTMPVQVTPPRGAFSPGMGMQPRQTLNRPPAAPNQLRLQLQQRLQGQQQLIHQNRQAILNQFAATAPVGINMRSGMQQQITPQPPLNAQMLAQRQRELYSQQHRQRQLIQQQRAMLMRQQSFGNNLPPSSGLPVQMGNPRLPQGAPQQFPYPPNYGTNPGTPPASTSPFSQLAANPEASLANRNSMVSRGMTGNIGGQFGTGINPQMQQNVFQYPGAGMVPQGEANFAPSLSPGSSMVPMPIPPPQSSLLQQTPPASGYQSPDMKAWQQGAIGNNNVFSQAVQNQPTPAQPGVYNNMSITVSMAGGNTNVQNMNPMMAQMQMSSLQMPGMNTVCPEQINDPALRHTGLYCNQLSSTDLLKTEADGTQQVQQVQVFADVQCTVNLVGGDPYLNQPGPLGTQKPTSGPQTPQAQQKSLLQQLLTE
NCOA3 inh: SRC3 coactivator transcriptional activity inhibitors, primary screen, cell-based, luminescence; HEK293 GAL4-SRC3 luciferase reporter; 360,000 compounds, 0.17% hits; inhibition, % at 3.6 µM; Nuclear receptor coactivator 3 (Homo sapiens), Q9Y6Q9;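 active means inhibition above a per-campaign cutoff, the mean of all compounds plus 3 SD, cut at about 60% in these data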;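 further: 0% = DMSO-treated cells and 100% = gossypol-treated cells at 36 µM; higher means less SRC3-driven luciferase light from the GAL4 reporter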
Shn3 inh set2: reduction of Shn3 3'UTR firefly luciferase signal, primary screen, Schnurri-3 inhibitor project, cell-based, Clone20 osteoblasts, set 2; Clone20 osteoblast Shn3 3'UTR firefly luciferase, 24 h; inhibition, % at 12.5 µM; 360,000 compounds, 0.52% hits;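 active means mean inhibition of at least 75% with every replicate also reaching 75%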;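 further: 0% = median of neutral control wells and 100% = pilot-screen positive control compound; some compounds past the cut are filed as inactive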
TWEAK-Fn14 inh: inhibitors of TWEAK-Fn14 signaling, primary screen, luciferase reporter cells, uHTS; inhibition, % at 10 µM; TWEAK-stimulated Fn14 reporter cells, luciferase luminescence, 8 h; AID 1159606, 2016; 360,000 compounds, 2% hits; in the data active means inhibition above about 50%
KKLEB tox: cytotoxicity in KKLEB CF airway cells, primary screen, cytotoxicity control for CF NF-kB inhibitor project, cell-based, uHTS, fluorescence assay plates; activity change (cytotoxicity), % at 5 µM; AID 602141, 2011; 360,000 compounds, 0.36% hits; KKLEB CF airway cells viability, ATPlite luminescence, overnight; hits give low values; cells stimulated with P. aeruginosa culture filtrate;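 active means corrected activity change at or below -50% at 5 µM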
LRH-1 inv ag: LRH-1 (NR5A2) inverse agonists, primary screen, cell-based, luminescence, HEK293T, StAR-luciferase reporter; 360,000 compounds, 0.13% hits; LRH-1 transfected, 24 h; inhibition, % at 3.6 µM; Nuclear receptor subfamily 5 group A member 2 (Homo sapiens), O00482;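 active means inhibition above the mean inhibition of all tested compounds plus 3 SD, cut at about 73% in these data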;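 further: 0% = DMSO wells and 100% = reporter-only cells lacking LRH-1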
TRAIL sens C8: viability loss with TRAIL in NB7+C8 cells, primary screen, TRAIL sensitizer project, cell-based, ATPlite luminescence; AID 624354, 2012; inhibition (viability loss, TRAIL sensitization), % at 10 µM; 360,000 compounds, 1% hits;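 active means compounds causing at least 50% loss of cell viability in the single-dose screen, relative to plate controls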
TROY NFkB inh: inhibitors of TROY-driven NF-kB signaling, primary screen, Q293 LMP1-TROYcd cells, NF-kB luciferase, uHTS. Q293 LMP1-TROYcd NF-kB luciferase reporter, 4 h. inhibition, % at 10 µM. 360,000 compounds, 0.98% hits. AID 1347056, 2019;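 active means compounds whose plate-normalised and pattern-corrected inhibition of the luciferase reporter signal at the single screening dose is 50% or more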
EBV LMP1 NFkB: EBV LMP1-driven NF-kappaB luciferase reporter inhibitors, primary screen, cell-based, luminescence, single point; 350,000 compounds, 0.69% hits; AID 504558, 2011; LMP1-induced NF-kappaB luciferase reporter cells; inhibition, % at 12.5 µM; in the data active means inhibition above about 41%;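 further: 0% = neutral control wells and 100% = reference inhibitor control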
NR2F2 inh: NR2F2 transcriptional activity inhibitors, primary screen, cell-based, luciferase reporter, HEK293T, luminescence. 370,000 compounds, 0.7% hits. COUP transcription factor 2 (Homo sapiens), P24468. AID 686940, 2013. HEK293T NGFI-A luciferase reporter. inhibition, % at 8.6 µM;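 active means inhibition above a per-plate cutoff, mean inhibition of test wells between control levels plus 3 SD, cut at about 38% in these data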;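 further: cells cotransfected with COUP-TFII expression vector driving the NGFI-A reporter; 0% = median of COUP-TF2 test wells and 100% = reporter-only cells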
* hit, by the source's call; / = not tested or not shown. Not all compounds are listed (hit frequency here may not be typical).

Sequence of screens: LRH-1 inv ag | NCOA1 inh | NR2F2 inh | KKLEB tox | EBV LMP1 NFkB | TRAIL sens C8 | CF NFkB inh | Shn3 inh set2 | TROY NFkB inh | TWEAK-Fn14 inh | NCOA3 inh
COC(=O)C(Cc1ccccc1)P(=O)(c1ccccc1)c1ccccc1 (stereo unspecified)
 : 13 | -2 | 9 | -3 | 4 | -3 | -7 | 15 | -48 | -75 | 18
CCc1ccc(CNC(=O)CC2C(=O)NCCN2Cc2ccccc2F)nc1 (stereo unspecified)
 : -1 | -1 | -8 | 0 | 2 | -1 | 12 | 5 | 0 | 4 | 0
COc1ccc(C(C)NC(=O)c2ccncc2)cc1OC (stereo unspecified)
 : 4 | 3 | -19 | -26 | -1 | -4 | 18 | 8 | 19 | -5 | 1
COc1ccc(-c2cc(C(=O)N3CCCc4ccccc43)no2)cc1OC
 : -16 | -8 | -4 | 27 | 3 | -5 | -29 | 9 | 8 | 21 | -9
FC(F)Oc1ccc(NC(=S)NCCc2ccccn2)cc1
 : -41 | 2 | 4 | 8 | -7 | 1 | -24 | -25 | 1 | -11 | -18
COC(=O)c1ccc(S(=O)(=O)N2CCOCC2)o1
 : 22 | 1 | 12 | 17 | -1 | 8 | -14 | 6 | 20 | -2 | 2
COc1ccc2c(CC(=O)O)cc(=O)oc2c1
 : 10 | -6 | -12 | -5 | -9 | -9 | 10 | 10 | 13 | -19 | 16
COc1ccc(NC(=O)NCC(C)CSc2ccc(C)cc2)c(OC)c1 (stereo unspecified)
 : -23 | 2 | 26 | -3 | -6 | -10 | -14 | -1 | 16 | 25 | 1
COc1ccc(NC(=O)COC(=O)c2c3c(nc4ccccc24)CCCC3)cc1Cl
 : 1 | -50 | 5 | 6 | 29 | 25 | -28 | 16 | 53* | 65* | 9
CS(=O)(=O)N1CCC(Oc2ccccc2C(=O)NC(C2CC2)C2CC2)CC1
 : -3 | 2 | 4 | 1 | 2 | 2 | 17 | -7 | -25 | -13 | -4
CCOC(=O)c1c(C)noc1-c1ccco1
 : 1 | 7 | -1 | 1 | 0 | -9 | -4 | 0 | -14 | 8 | 7
CCn1c(CC(=O)Nc2ccccc2)nnc1SCC(=O)NC1CCCC1
 : 14 | 3 | -22 | -3 | -8 | 11 | -7 | -24 | 6 | -15 | -5
CC(C)Cc1nc(N2CCOCC2)c(C#N)c2c1CCC2
 : 16 | 9 | 13 | -10 | -22 | 3 | 27 | -9 | 8 | -2 | 8
COc1ccc(CCNC(=O)/C=C\c2ccccc2)cc1OC
 : -13 | 3 | -3 | -7 | -6 | -6 | -5 | -11 | 3 | 7 | -2
O=C1c2ccccc2C(=O)N1CCc1ccccn1
 : 5 | -9 | -4 | 9 | 8 | -8 | 13 | 2 | -5 | 3 | -10
CC(C)(C)Cc1nnc(NS(=O)(=O)c2ccc([N+](=O)[O-])cc2)s1
 : -24 | -1 | 18 | 10 | -2 | -14 | 1 | -6 | -23 | 28 | -10
COc1ccc(C(=O)n2nc(C)c(Br)c2C)cc1OC
 : 17 | -17 | 13 | -2 | 9 | -24 | -8 | -8 | 6 | -8 | -11
CCc1nc2ccc(C(=O)Nc3ccc4c(c3)OCC(=O)N4)cn2c1N(C)C(=O)C1CCCCC1
 : 7 | 6 | -27 | 7 | / | -6 | -31 | -14 | -12 | -32 | 16
CCN(CC)C(=S)NC(=O)C12CC3CC(CC(C3)C1)C2
 : 5 | -18 | 1 | -4 | -1 | -5 | 4 | 10 | -5 | -1 | -8
C=CCn1c(C(C)NC(=O)c2cccs2)n[nH]c1=S (stereo unspecified)
 : 1 | 3 | -1 | -12 | 5 | 1 | 6 | -2 | 15 | -7 | 22
COc1ccc(CNC(=O)Cn2nc(-c3ccc4c(c3)OCCO4)ccc2=O)cc1
 : 55 | 4 | 1 | -2 | -5 | -13 | -2 | 1 | 1 | -18 | 2
COc1cc(C(CC(=O)Nc2cccc(C)n2)N2Cc3ccccc3C2=O)cc(OC)c1OC (stereo unspecified)
 : -3 | 5 | 8 | 10 | 0 | 3 | 6 | 2 | -10 | -10 | -12
CNCC(O)Cn1c2c(c3ccccc31)CCCC2 (stereo unspecified)
 : 7 | 8 | 4 | -4 | -3 | 3 | 13 | 1 | 5 | 24 | 12
CC(C)CCn1c(SCC(N)=O)nc2c1c(=O)n(C)c(=O)n2C
 : 3 | -7 | 4 | -8 | 3 | -4 | -6 | 8 | 13 | -36 | -2
COc1ccc(NC(=O)c2sc3nc(N4CCCC4)c4c(c3c2N)CC(C)(C)OC4)c(OC)c1
 : -4 | -7 | -22 | -36 | -13 | -5 | 41 | 11 | -24 | -27 | -20
CC(C)c1nc(N2CCN(C(=O)c3ccco3)CC2)c(C#N)c2c1COC(C)(C)C2
 : 11 | 16 | 23 | -7 | -8 | 6 | 19 | 25 | 30 | -1 | 14
N#C/C(=C\c1c(Oc2ccccc2F)nc2ccccn2c1=O)C(=O)NC1CCS(=O)(=O)C1 (stereo unspecified)
 : 11 | -23 | 5 | -1 | -4 | -12 | -18 | 5 | -19 | -20 | 17
COc1cccc(OC)c1C(=O)Nc1nnc(-c2cccs2)s1
 : 9 | -9 | 11 | 6 | 3 | -4 | -15 | -29 | -2 | -2 | -1
Nc1nc(NCCCN2CCOCC2)nc(Nc2ccccc2)c1[N+](=O)[O-]
 : 1 | 11 | 13 | -12 | -10 | -10 | -3 | 8 | -12 | -15 | 11
COc1cc(Cl)c(C)cc1NC(=O)CSc1nc2ccccc2o1
 : 8 | 23 | 0 | -1 | -5 | 0 | 9 | 12 | 5 | 26 | 1
CC(C)NCCOCCSc1ccc(Cl)cc1
 : -4 | 5 | 3 | 1 | -6 | 6 | 2 | -7 | 3 | -12 | 14
O=C(/C=C/Nc1ccc(F)cc1)c1cccs1
 : -149 | -155 | -13 | -13 | -35 | 61* | -21 | -40 | 18 | 13 | -87
CCOCCn1c(SCC)nc2c1c(=O)[nH]c(=O)n2C
 : -9 | -20 | -8 | -3 | 4 | 18 | 0 | -19 | 3 | -7 | 6
CCNc1c([N+](=O)[O-])c(=O)n(CC)c2ccccc12
 : 18 | -3 | -17 | 8 | / | 18 | -4 | 5 | 3 | -2 | -1
O=C(CSc1ccc2nnc(-c3cccnc3)n2n1)Nc1ccc(F)cc1
 : 12 | -10 | 4 | -20 | -2 | -13 | 21 | 5 | -6 | -6 | 21
CCOc1ccc2[nH]c3nc(SCC(=O)NC4CC4)nnc3c2c1
 : -5 | 2 | -17 | -19 | 15 | -2 | -37 | -6 | -16 | -17 | -5
Cc1ccc(C(=O)N2c3ccc(F)cc3CCC2C)o1 (stereo unspecified)
 : 8 | 2 | 5 | 10 | -16 | -5 | 1 | 3 | 1 | 8 | 8
COc1ccc(C)cc1S(=O)(=O)Nc1ccc2c(c1)OCO2
 : -1 | 5 | -10 | 23 | -9 | 1 | 5 | 61 | 3 | -20 | 13
Cc1nc2c(C#N)c[nH]n2c(=O)c1CCO
 : -22 | 6 | 5 | 4 | 0 | 14 | 0 | 11 | 26 | 2 | 7
CCCCc1ccc(/C(C)=N/Nc2cc(N3CCOCC3)nc(C)n2)cc1
 : 1 | 9 | 6 | -8 | -23 | 7 | -1 | -11 | 19 | -11 | -6
Cc1ccc(N2CC(C(=O)Nc3cccnc3)CC2=O)cc1 (stereo unspecified)
 : -12 | -21 | 9 | -2 | 12 | -4 | 13 | 13 | -7 | -7 | -8
C=CCn1c(C)cc(C(=O)CSc2nnc3c(Cl)cc(Cl)cn23)c1C
 : -11 | -13 | -1 | -70* | -4 | -1 | -6 | 9 | 17 | 26 | -8
O=C1CN(c2ccccc2Cl)C(=O)CN1c1ccccc1Cl
 : 15 | -13 | -8 | 19 | 10 | -4 | 9 | 13 | -11 | -9 | -7
COC(=O)C1=C(C)Nc2nc(-c3ccccc3)nn2C1c1ccc(C)o1 (stereo unspecified)
 : -84 | -27 | -12 | -18 | -13 | -5 | -3 | -4 | -18 | -12 | -23
COc1cc(NS(=O)(=O)c2ccc(NC(C)=O)cc2)cc(OC)c1
 : 18 | 17 | 28 | 1 | 11 | 19 | -5 | 76 | 13 | 9 | 30
CCC(C)(C)n1nnnc1C(c1ccc2ncccc2c1)N1CCCC(C)C1 (stereo unspecified)
 : -5 | 0 | 7 | 5 | 9 | 0 | -3 | -1 | 3 | -8 | 23
COc1ccc(N2CC(C(=O)Nc3c(C(N)=O)oc4ccccc34)CC2=O)cc1 (stereo unspecified)
 : -19 | -7 | 11 | 17 | 0 | -7 | -26 | 13 | 5 | 1 | -2
O=C(N/N=C/C(Br)=C/c1ccccc1)c1ccccc1F
 : -135 | -63 | -62 | -4 | -43 | 31 | -23 | -127 | -18 | 24 | -71
O=C1N/C(=N/N=C/c2ccco2)SC1Cc1ccccc1 (stereo unspecified)
 : -21 | -3 | 7 | -17 | 0 | -8 | 0 | 3 | 12 | 8 | 6
COc1ccccc1NS(=O)(=O)NC(=O)c1cn(C)c2ccccc12
 : -12 | 2 | 1 | 5 | -2 | -9 | -16 | 7 | -16 | -2 | 10
CCOC(=O)C1=C(NC(=S)NC(=O)c2ccccc2)c2ccccc2CC1(C)C
 : 16 | -15 | 12 | -25 | -10 | 14 | -2 | 36 | 2 | 4 | -5
O=C(NCCCN1CCOCC1)c1cc(S(=O)(=O)N2CCN(c3ccccc3)CC2)ccc1Cl
 : 4 | -4 | 15 | 12 | 3 | -1 | -3 | -26 | 14 | 12 | 16
C=CC[C@@H](CC(=O)N[C@@H](CO)Cc1ccccc1)C(=O)N[C@@H](COC(=O)[C@H](CC=C)CC(=O)OC(C)(C)C)Cc1c[nH]c2ccccc12
 : -7 | -6 | 15 | 11 | 2 | 12 | 5 | 18 | 19 | 23 | 6
COc1ccccc1-c1cc(C(=O)N/N=C/C=C/c2ccccc2[N+](=O)[O-])c2ccccc2n1
 : 6 | -1 | 16 | 4 | 3 | 20 | -10 | -11 | 6 | 11 | 13
